Polio RdRp inh – poliovirus RdRp elongation inhibitors, primary screen, biochemical, fluorescence polarization, total intensity; Genome polyprotein (Poliovirus type 1 (strain Mahoney)), P03300; poliovirus polymerase elongation; hits give low values; % elongation, % (compound at 16.7 µg/mL); actives 0.66% (n = 150,000); AID 588519, 2011; in the data active = % elongation below about 90%; note: some results filed as inactive read as strong as hits
Target sequence (P03300 1749-2209 limits assumed): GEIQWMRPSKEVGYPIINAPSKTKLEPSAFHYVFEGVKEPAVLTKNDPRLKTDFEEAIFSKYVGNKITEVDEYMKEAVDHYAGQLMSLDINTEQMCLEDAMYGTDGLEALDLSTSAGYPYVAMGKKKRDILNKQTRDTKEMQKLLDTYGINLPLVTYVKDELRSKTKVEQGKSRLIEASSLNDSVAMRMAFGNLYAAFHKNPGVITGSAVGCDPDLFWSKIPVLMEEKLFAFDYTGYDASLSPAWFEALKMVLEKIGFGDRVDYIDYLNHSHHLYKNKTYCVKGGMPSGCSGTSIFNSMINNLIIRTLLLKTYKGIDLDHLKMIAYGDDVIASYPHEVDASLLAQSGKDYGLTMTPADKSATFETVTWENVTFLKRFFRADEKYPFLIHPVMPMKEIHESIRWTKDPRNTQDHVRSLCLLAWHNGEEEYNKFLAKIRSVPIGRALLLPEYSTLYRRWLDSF
Polio RdRp inh FP z-score – recorded beside Polio RdRp inh, whose call it bears; z-score; measured here: FP z-score; hits read low
The depositor's hits bear a star; & = joins results of further samples. Only part of the results is shown; rates above refer to the full screens.

structure,Polio RdRp inh,Polio RdRp inh FP z-score
CCOC(=O)c1ccc(-c2ccc(/C=C(\C#N)C(=O)Nc3ccc(C)cc3OC)o2)cc1,99,-0.5
CCN1CCN(C(=O)/C(C#N)=C/c2cc(C)n(C3CCCC3)c2C)CC1,106,0.5
O=C1CC(C(=O)Nc2cc(Cl)cc(Cl)c2)C2=C(CCCC2=O)N1 (stereo not given),100,-0.6
CC(=NCc1nnc(C)s1)c1cc2c(=O)n(C)c3ccccc3c2oc1=O,110,0.7
Cc1ccc(S/C(=C/N(C)C)C(=O)c2ccc(C)cc2)cc1,106,0.5
CO[C@@]1(NC(=O)Cc2cccs2)C(=O)N2C(C(=O)O)=C(COC(N)=O)CS[C@@H]21,101&100,0.2&0.1
COC(=O)c1cccc(C(=O)OC)c1,106,0.3
Nc1nonc1N1CCCCC1,101,-0.1
O=C1OC(c2ccc(O)cc2)Nc2ccc(C(F)(F)F)cc21 (stereo not given),103,0.2
N#Cc1cc2c(=O)n3ccccc3nc2n(Cc2ccco2)c1=N,103,0.3

Remaining list, next part.
structure,Polio RdRp inh,Polio RdRp inh FP z-score
Cc1ccc(Cl)cc1N1CCN(CCNC(=O)CCCn2sc3ccccc3c2=O)CC1,103,0.6
O=C(O)c1cccc(CSc2nc3ccccc3o2)c1,101,-0.4
O=C(c1cc(-c2ccccc2)nn1-c1ccccc1)N1CCC1,103,0
Cc1ccc2cc3cc(C(=O)NCCN4CCN(c5cccc(Cl)c5)CC4)sc3nc2c1,104,0.9
CCOC(=O)N1CCc2c(sc(NCc3ccc(OCC)cc3)c2C(=O)Nc2ccc(OC)cc2OC)C1,101,-0.4
Cc1cccc(NC(=O)Nc2ccc(C)c(C)c2)c1,100,-0.7
Cc1coc2cc3oc(=O)c(CCC(=O)N4CCCCC4)c(C)c3cc12,110,0.8
CCCN1C(=O)/C(=N\OCc2nnc(-c3cccs3)o2)c2ccccc21,103,0
Cc1nnc(N2CCN(C(=O)NC(C)C)CC2)c2nn(-c3ccccc3)c(C)c12,110,0.3
CCOc1ccc(-c2cc(C(=O)NCCCN3CCCCC3)c3ccccc3n2)cc1,102,0.3

Following part:
structure,Polio RdRp inh,Polio RdRp inh FP z-score
CCN=C1SC(CC(N)=O)C(=O)N1CC (stereo not given),103,0.2
O=C(NCc1ccc(Cl)cc1)c1cc(F)c(F)c(F)c1F,104,0.5
O=C(COC(=O)c1ccccc1C(=O)N1CCN(c2ccc(F)cc2)CC1)NC1CC1,98,-0.2
COc1ccccc1N1CCN(S(=O)(=O)c2c(C)sc3ncn(CC(=O)NCCN(C)C)c(=O)c23)CC1,102,-0.2
Cc1[nH]c2ccccc2c1C(Nc1ccccn1)c1ccc(C(F)(F)F)cc1 (stereo not given),104,0.5
O=C(CSc1nc2ccccc2c(=O)n1Cc1ccco1)OC1CCCCC1,101,-0.1
COc1cc(SC#N)ccc1N=Cc1c(O)n(-c2cccc(C)c2)c(=O)[nH]c1=O,99,-0.3
COc1ccc(N(Cc2cccs2)C(=O)c2ccco2)cc1,110,0.2
CCSC(=O)NC1CCCCC1,108,0.6
O=C(COC(=O)Cc1cccc(C(F)(F)F)c1)NCC1CCCO1 (stereo not given),97,-2.3

(more compounds)
structure,Polio RdRp inh,Polio RdRp inh FP z-score
OC1CCCN(Cc2ccccc2)C1 (stereo not given),101,0
Cc1cc(C(=O)COc2ncnc3sccc23)c(C)n1-c1ccccc1,111,0.8
Cc1oc2c(C)c3oc(=O)c(CCC(=O)N4CCCCC4)c(C)c3cc2c1C,101,-1.7
Cc1cc(C)cc(NC(=O)CN2C(=O)c3ccccc3Sc3ncccc32)c1,106,-0.2
CC1CCN(c2ncnc3c2c(-c2ccccc2)cn3-c2ccc(Br)cc2)CC1,98,-1.6
O=C1CNC(=S)N1CC1CCCO1 (stereo not given),103,0.2
COc1cnc(N)nc1,107,1.3
O=C(CCc1ccccc1)Nc1cccnc1,104,0.4
Nc1cc(=O)nc(SCC(=O)NCc2ccccc2)n1-c1ccccc1,104,0.6
CCCNS(=O)(=O)c1cccc2cccnc12,99,-1

Additional records follow:
structure,Polio RdRp inh,Polio RdRp inh FP z-score
CCOc1ccc(C(=O)c2cn(CC(=O)Nc3ccc4c(c3)OCO4)c3ccc(OCC)cc3c2=O)cc1,108,0.2
CCOC(=O)c1sc(=S)n(C)c1C,102,0.1
CCCn1c(SCC(=O)N2CCc3ccccc3C2)nc(O)cc1=O,100,-0.2
O=C(Nc1ccc(-c2cn3c(n2)SCC3)cc1)c1ccc(Br)o1,104,0.7
Cn1cc(SCC(=O)NC2CCCC2)c2ccccc21,100,-0.4
O=C(O)c1sc2sccc2c1Cl,101,-0.5
O=C(/C=C/c1ccco1)N1CCC(Cc2ccccc2)CC1,103,0.1
CCc1ccc(C(=O)NCc2nnc(SC)n2CC)cc1,100,-0.7
Cc1ccc2c(C)nc(Nc3nccc(C)n3)nc2c1,104,1.2
O=C(NCCc1ccccc1)c1ccc2c(c1)N(Cc1ccc(F)cc1)C(=O)c1ccccc1S2,108,0.4

Next structures follow.
structure,Polio RdRp inh,Polio RdRp inh FP z-score
CCc1cc(C)cc(OCCn2cc(C=C3C(=O)NC(=O)NC3=O)c3ccccc32)c1,103,0.3
Cc1noc(C)c1S(=O)(=O)N(CC(=O)NCCc1ccccc1)c1ccc(C(C)C)cc1,103,-0.3
Cc1cc(C)cc(-n2c(SCC(=O)N3CCCCC3)nc3c([nH]c4ccccc43)c2=O)c1,110,0.6
NC(=O)C1CCN(CC(=O)Nc2ccccc2)CC1,103,0.3
CCCNc1nc(NCC)nc(OC)n1,105,1.1
CN(C)CC1(c2ccccc2)CCCC1,104,0.8
COc1ccc(CNC(=O)C(NS(=O)(=O)c2ccc3nc(C)sc3c2)C(C)C)cc1 (stereo not given),101,-0.1
O=C(NCCc1ccccc1)c1cc(Sc2ccc(F)cc2F)nc2ccccc12,108,-0.5
CCCCN(CC)C(=O)CCNS(=O)(=O)c1ccc2c(c1)c(=O)n(C)c(=O)n2C,113,1.4
COc1cc(OC)c(NC(C)C(=O)N(C)C2CCCCC2)cc1Cl (stereo not given),101,-0.2

Following part:
structure,Polio RdRp inh,Polio RdRp inh FP z-score
CCOC(=O)C1Cc2ccccc2CN1 (stereo not given),102,0.1
Cc1oc2ncn(C)c(=O)c2c1C(=O)NCCCN1CCCCC1C (stereo not given),103,-0.6
c1ccc(CN2CC(c3nn[nH]n3)CN(Cc3ccccc3)C2)cc1,106,0.4
COc1ccc(OC)c(NS(C)(=O)=O)c1,104,0.7
COc1cccc(CNC(=O)CCCN2C(=O)CSc3c2c(C)nn3-c2ccccc2)c1,110,0.9
CCC1CCCCN1S(=O)(=O)c1ccc(S(=O)(=O)n2cnc3cc(C)c(C)cc32)cc1 (stereo not given),99,-1.4
O=C(C1CCN(S(=O)(=O)c2cnc[nH]2)CC1)N1CCN(Cc2ccc3c(c2)OCO3)CC1,99,-0.6
COc1ccc(CNC(=O)C(=O)NCC(c2ccco2)S(=O)(=O)c2ccc(Cl)cc2)cc1 (stereo not given),111,0.9
Cn1c(SCC(=O)NCc2ccco2)nnc1-c1c[nH]c2ccccc12,102,0.2
O=c1[nH]c(=O)n(-c2ccccc2)c(O)c1C=NCCO,99,-0.2

(next part)
structure,Polio RdRp inh,Polio RdRp inh FP z-score
Cn1nc(C(=O)Nc2cccc3ccccc23)ccc1=O,106,0.4
CCOc1ccc(-n2ccnc2SCC(=O)Nc2cccc3ccccc23)cc1,107,-0.2
CC(C)Cc1ccc(/C=C/C(=O)N2CCCC2)cc1,100,-0.3
COc1ccc(Nc2nc(N)nc(CN3CCCCC3)n2)cc1,105,0.9
CCN(CC)S(=O)(=O)c1ccc2c(c1)c(=O)c(C(=O)N1CCN(c3cccc(C)c3)C(C)C1)cn2C (stereo not given),108,0.6
COC(=O)C1=C(c2ccccc2)c2ccccc2S(=O)(=O)N1CC(=O)Nc1ccc(F)c(F)c1,106,0.1
CCN(CC)P(=O)(Nc1ccccc1Br)c1ccc(N(C)C)cc1NC(=O)c1ccco1 (stereo not given),103,0
CCS(=O)(=O)c1ccccc1C(=O)Nc1nc(-c2ccc3c(c2)OCCO3)cs1,105,0.9
Cc1ccccc1Cn1nnc2sc3c(c2c1=O)CCCC3,109,1.1
CSc1nsc2nc(=O)c(/C=C3\C=CC(=O)C(O)=C3)c(N)n12,113,2.5

(next part)
mol | Polio RdRp inh | Polio RdRp inh FP z-score
CCCCn1c(N)c(N(CCOC)C(=O)CN2CCCCCC2)c(=O)[nH]c1=O | 105 | 0.4
O=S(=O)(c1ccc2nnn(OCc3cccc(F)c3)c2c1)N1CCCCC1 | 105 | 0.3
COc1cccc2c1OC1=C(C(=O)CCC1)C2C1=C(O)CCCC1=O (stereo not given) | 99 | -0.3
COc1cc2nc(CNc3ccc(C)cc3)[nH]c(=O)c2cc1OC | 108 | 0.7
O=C(Cc1ccccc1)NC1CC(=O)N(c2ccccc2)C1 (stereo not given) | 104 | -0.5
CCC(=O)Nc1cccc(NC(C)=O)c1 | 101 | 0.4
N#C/C(=C\c1ccc(O)c(O)c1)C(N)=S | 104&96 | 0.9&-1.1
CN(C)/C=C(\C=[N+](C)C)c1[nH]ncc1N | 105 | 0.2
COc1ccc(-n2nc(C(=O)Nc3cc(C)on3)c3c4ccccc4n(C)c3c2=O)cc1Cl | 102 | 0.3
COc1ccc(N2CCN(C(=O)c3cc4c(s3)-c3ccccc3OC4)CC2)cc1 | 106 | 0.3
O=C(NC1CCCCCC1)C1CC1 | 99 | -0.3
CCC(C(=O)OCc1cc(=O)n2nc(CCOC)sc2n1)c1ccccc1 (stereo not given) | 108 | 0.4
CC(Oc1ccc(F)cc1)C(=O)N1CCC(c2nc3ccccc3s2)CC1 (stereo not given) | 106 | 0
CCN1CCN(Cn2nc(-c3c[nH]c4ccccc34)n(CC3CCCO3)c2=S)CC1 (stereo not given) | 97 | -1
Cc1cc(F)ccc1NC(=O)CCS(=O)(=O)c1ccc2c(c1)NC(=O)CO2 | 112 | 1.2
Brc1ccc2[nH]c3c(c2c1)CCCC3NCc1ccccc1 (stereo not given) | 105 | 0.4
CCOC(=O)c1c(C)[nH]c(C)c1S(=O)(=O)N1CCCC(C(=O)NCc2cccc(OC)c2)C1 (stereo not given) | 111 | 0.3
COc1cc2c(=O)n(Cc3ccccc3Cl)c(=O)n(CC(=O)Nc3ccc(C)c(C)c3)c2cc1OC | 111 | 0.6
CCCCN1C(=O)c2[nH]nc(-c3ccccc3O)c2C1c1ccccc1 (stereo not given) | 101 | 0
O=C(CS(=O)(=O)c1ccccc1)Nc1ccccn1 | 100 | 0

The results go on.
mol | Polio RdRp inh | Polio RdRp inh FP z-score
Cc1ccccc1NC(=O)C(C)Sc1nnc(-c2ccccc2O)o1 (stereo not given) | 102 | -0.1
CC1CCC(NC(=O)c2ccccc2C(=O)O)CC1 (stereo not given) | 102 | 0.3
Cn1c(CC#N)nc2ccccc21 | 99 | -0.3
CC(C)(C)OC(=O)N1CCC(c2c(C(=O)N3CCN(c4ccccc4F)CC3)cnn2C(C)(C)C)CC1 | 102 | -0.7
c1ccc(CN2CCCCC2)cc1 | 103 | 0.3
CCCn1c2ccccc2c2cnn(CC(=O)NCc3cccnc3)c(=O)c21 | 102 | -0.3
Cc1[nH][nH]c(=O)c1C1(C(C#N)C#N)C2CC3CC(C2)CC1C3 (stereo not given) | 99 | -0.3
Cc1c(C(=O)O)oc2ccc(S(=O)(=O)N3CCC(C)CC3)cc12 | 99 | -0.2
O=C(CCC1N=C2c3ccccc3N=C(SCc3ccccc3F)N2C1=O)NCc1ccccc1 (stereo not given) | 91 | -3.6
CC(Oc1ccc(Br)cc1)C(=O)NCc1ccncc1 (stereo not given) | 101 | 0.1
COc1ccc(NC(=O)CCn2nc(-c3ccccc3OC)c3c(C)cc(C)nc32)cc1 | 107 | 0.1
O=C(O)/C=C1\OC(=O)c2ccccc21 | 106 | 0.2
COC(=O)c1ccc2c(=O)n(CCCCCC(=O)NCc3ccccc3)c(=O)[nH]c2c1 | 110 | 0.8
O=C1/C(=C\c2cc3c(cc2Cl)OCO3)N2CCC1CC2 | 101 | -0.2
CC(C)N(C(=O)c1ccc2ccccc2c1)C(C)C | 103 | 0.6
COc1ccc(CCNC(N)=O)cc1OC | 98 | -0.8
CC(=O)N1CCN(S(=O)(=O)c2cccc(C(=O)NC(C)c3ccc(S(N)(=O)=O)cc3)c2)CC1 (stereo not given) | 104 | 0.2
O=C(O)c1ccc(-n2cccc2)cc1O | 95 | -1.3
Cc1ccc(C2CC(=O)NC(SCC(=O)OC(C)C)=C2C#N)cc1 (stereo not given) | 101 | 0
CCOc1cc(C(=O)Nc2ccc(-c3cn4cccnc4n3)cc2)cc(OCC)c1OCC | 101 | -0.4
Cc1cc(O)c(C(=O)Nc2ccc(Cl)c(Cl)c2)c(=O)n1C | 99 | -1.3
O=C(c1oc(=O)c2ccccc2c1-c1ccccc1)N1CCCN(Cc2ccc(F)cc2)C1 | 104 | 1.1
CC(=O)N/C(=C/c1ccccc1Br)C(=O)NC1CCCCCC1 | 104 | 0.8

Structural class, those above with a Cl atom.
mol | Polio RdRp inh | Polio RdRp inh FP z-score
O=C1CC(C(=O)Nc2cc(Cl)cc(Cl)c2)C2=C(CCCC2=O)N1 (stereo not given) | 100 | -0.6
Cc1ccc(Cl)cc1N1CCN(CCNC(=O)CCCn2sc3ccccc3c2=O)CC1 | 103 | 0.6
Cc1ccc2cc3cc(C(=O)NCCN4CCN(c5cccc(Cl)c5)CC4)sc3nc2c1 | 104 | 0.9
O=C(NCc1ccc(Cl)cc1)c1cc(F)c(F)c(F)c1F | 104 | 0.5
O=C(O)c1sc2sccc2c1Cl | 101 | -0.5
COc1cc(OC)c(NC(C)C(=O)N(C)C2CCCCC2)cc1Cl (stereo not given) | 101 | -0.2
COc1ccc(CNC(=O)C(=O)NCC(c2ccco2)S(=O)(=O)c2ccc(Cl)cc2)cc1 (stereo not given) | 111 | 0.9
COc1ccc(-n2nc(C(=O)Nc3cc(C)on3)c3c4ccccc4n(C)c3c2=O)cc1Cl | 102 | 0.3
COc1cc2c(=O)n(Cc3ccccc3Cl)c(=O)n(CC(=O)Nc3ccc(C)c(C)c3)c2cc1OC | 111 | 0.6
O=C1/C(=C\c2cc3c(cc2Cl)OCO3)N2CCC1CC2 | 101 | -0.2
Cc1cc(O)c(C(=O)Nc2ccc(Cl)c(Cl)c2)c(=O)n1C | 99 | -1.3

Screens as filed in PubChem BioAssay.
